CHRM1 agonist: human M1 muscarinic receptor agonists, primary screen, Fluo-8 calcium fluorescence, CHO-K1 cells, HTS; AID 588814, 2011; Muscarinic acetylcholine receptor M1 (Homo sapiens), P11229; activation, % at 3 µM; 360,000 tested, 0.33% active; CHO-K1 hM1, agonist mode; 0% DMSO, 100% acetylcholine EC100;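 active = activation above the run's mean compound activation plus 3 SD, cut at about 16% in these data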;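 also: peak over basal fluorescence ratio within a 140 s kinetic read after compound addition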
Target sequence (P11229 whole entry, looked up): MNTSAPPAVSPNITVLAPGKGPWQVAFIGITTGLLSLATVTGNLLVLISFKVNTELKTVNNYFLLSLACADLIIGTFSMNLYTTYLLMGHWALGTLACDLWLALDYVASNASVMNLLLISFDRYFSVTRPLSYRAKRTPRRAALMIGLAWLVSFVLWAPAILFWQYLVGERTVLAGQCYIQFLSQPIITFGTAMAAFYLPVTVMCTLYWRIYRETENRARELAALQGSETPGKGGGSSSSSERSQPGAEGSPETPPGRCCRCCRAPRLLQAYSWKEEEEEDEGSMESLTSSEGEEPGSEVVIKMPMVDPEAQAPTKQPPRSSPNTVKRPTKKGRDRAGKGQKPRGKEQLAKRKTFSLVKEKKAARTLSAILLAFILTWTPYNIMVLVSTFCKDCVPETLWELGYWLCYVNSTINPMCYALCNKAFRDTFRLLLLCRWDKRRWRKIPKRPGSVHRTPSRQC
TAAR1 antag: human TAAR1 antagonists, primary screen, Fluo-8 calcium fluorescence, CHO RD-HGA16 cells; AID 624466, 2012; Trace amine-associated receptor 1 (Homo sapiens), Q96RJ0; antagonist; inhibition, % at 3 µM; 360,000 tested, 1.5% active;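 active = inhibition above a per-plate cutoff, the mean inhibition of test compounds on that plate plus 3 SD, cut at about 49% in these data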;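 also: 0% = DMSO plus EC80 beta-PEA response and 100% = DMSO alone without agonist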
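Test system: hTAAR1-expressing CHO RD-HGA16 cells, Gα16-coupled; Probe or stimulus: EC80 β-phenethylamine stimulus; Compound dosing: single nominal final test compound concentration of 3 µM; Timing: 140 s kinetic read after compound, 140 s after agonist; Signal: Fluo-8 calcium-sensitive fluorescence; Measure: % inhibition of agonist calcium response; Controls: DMSO and EC80 PEA controls.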
CHO parental Ca: ATP-evoked calcium signal inhibitors, parental CHO, primary screen, counter-screen for OX1R antagonist project, cell-based, fluorescence, Fluo-8 calcium dye. 330,000 tested, 0.63% active. inhibition, % at 5.6 µM. parental CHO-K1, ATP-induced calcium, Fluo-8 fluorescence;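 active = inhibition above that plate's mean sample inhibition plus 3 SD, cut at about 26% in these data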;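 also: 0% = ATP-challenged DMSO wells and 100% = DMSO wells without ATP; some compounds past the cut are filed as inactive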
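Test system: untransfected parental CHO cell line. Compound: one dose, 5.6 µM nominal. Detection: intracellular calcium via Fluo-8 no-wash fluorescent dye. Measure: % inhibition. Benchmarks: ATP-challenged DMSO wells low, unchallenged DMSO wells high.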
CHO-K1 Ca ag: counter-screen for M1 agonists: effect in parental CHO-K1 cells; Fluo-8 calcium fluorescence; scaled to maximal ATP response, vehicle zero; activation, % at 3 µM; 360,000 tested, 0.48% active; in the data active = activation above about 15%;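 also: untransfected CHO-K1 host cells lacking M1 receptor as counterscreen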
M1 antag: human M1 muscarinic receptor antagonists, primary screen, CHO-K1 cells, Fluo-8 calcium fluorescence, 1536-well; Muscarinic acetylcholine receptor M1 (Homo sapiens), P11229; CHO-K1 hM1, ACh EC80 antagonist; inhibition, % at 3 µM; 360,000 tested, 1.3% active; AID 588852, 2011;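 active = percent inhibition above its own plate's cutoff, namely the mean of that plate's compound wells plus 3 SD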;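 also: peak over basal fluorescence ratio during 140 s after agonist addition; 0% = ACh EC80 plus DMSO and 100% = DMSO alone without agonist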
OXTR potentiator: human OXTR potentiators, primary screen, fluorescence, CHO-OTR cells, Fluo-8 calcium | 320,000 tested, 0.061% active | activation, % at 3 µM | AID 2445, 2010 | Oxytocin receptor (Homo sapiens), P30559 | Fluo-8 calcium fluorescence, potentiator mode; 0% = oxytocin EC15, 100% = EC100;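 active = activation above that plate's cutoff, the mean activation of tested compounds plus 3 SD, cut at about 6.6% in these data, passing the limit was not always enough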;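 also: 100% uses oxytocin at 75 nM as the full agonist control; some results filed as inactive read as strong as hits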
Target sequence (P30559 whole entry, looked up): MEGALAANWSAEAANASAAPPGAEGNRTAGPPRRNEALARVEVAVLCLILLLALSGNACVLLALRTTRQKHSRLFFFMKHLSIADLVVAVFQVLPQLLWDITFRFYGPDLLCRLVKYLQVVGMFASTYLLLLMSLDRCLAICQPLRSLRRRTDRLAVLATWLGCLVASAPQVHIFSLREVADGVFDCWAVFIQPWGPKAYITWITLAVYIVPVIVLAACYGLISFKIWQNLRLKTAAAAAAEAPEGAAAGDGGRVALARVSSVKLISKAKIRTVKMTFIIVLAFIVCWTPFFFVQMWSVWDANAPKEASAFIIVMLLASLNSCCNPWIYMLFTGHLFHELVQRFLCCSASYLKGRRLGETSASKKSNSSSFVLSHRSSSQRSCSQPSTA
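System: human OTR in CHO cells; Also added: sub-maximal oxytocin, roughly EC15; Timing: compound 6 min at room temperature before oxytocin, 100 s read; Technique: Fluo-8 intracellular calcium fluorescence, ex 470-495, em 515-575 nm; Controls: oxytocin EC15 low and EC100 high; Replication: singlicate.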
CHO-K1 Ca antag: counter-screen for M1 antagonists: effect in parental CHO-K1 cells | ATP-induced calcium, Fluo-8 fluorescence | inhibition, % at 3 µM | 360,000 tested, 0.6% active;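 active = inhibition above a per-plate cutoff, the plate's mean sample inhibition plus 3 SD, cut at about 24% in these data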;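 also: 0% = DMSO plus EC80 ATP and 100% = DMSO alone without ATP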
CHO-K1 Ca PAM: nonselective calcium activators in parental CHO-K1 cells, primary screen, counter-screen for M1 PAM project, cell-based, Fluo-8 calcium fluorescence, full deck, 1536-well. ATP EC20; 0% at ATP EC20, 100% at ATP max. activation, % at 3 µM. 360,000 tested, 0.02% active. AID 602247, 2012;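 active = activation above the run cutoff, the mean activation of all test compounds plus 3 SD, cut at about 40% in these data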;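 also: peak over basal fluorescence ratio in a 140 s read after ATP addition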
TAAR1 agonist: human TAAR1 agonists, primary screen, Fluo-8 calcium fluorescence, CHO RD-HGA16 cells | Trace amine-associated receptor 1 (Homo sapiens), Q96RJ0 | vehicle wells 0%, saturating PEA agonist 100% | activation, % at 3 µM | 360,000 tested, 0.99% active;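 active = activation above the mean activation of all test compounds in the run plus 3 SD, cut at about 38% in these data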
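System: CHO-derived RD-HGA16 cells with stable Gα16 and human TAAR1. Times: 17-24 h plating, Fluo-8 75 min 37 °C, 30 min RT. Measured by: calcium-sensitive Fluo-8 signal, excitation 470-495, emission 515-575 nm. Read-out basis: % activation relative to PEA EC100 response. Control set: DMSO and PEA EC100. Repeats: no replicates (n 1).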
The depositor's hits bear a star; / = not tested or not shown.

SMILES | CHRM1 agonist | TAAR1 antag | CHO parental Ca | CHO-K1 Ca ag | M1 antag | OXTR potentiator | CHO-K1 Ca antag | CHO-K1 Ca PAM | TAAR1 agonist
Cc1c(NC(=S)NC(=O)c2ccc(-c3ccc(Cl)cc3)o2)cccc1C(=O)O | -3 | 4 | -13 | -0.1 | -6 | 0 | -12 | 19 | 6
O=C(NCCN1CCOCC1)N1c2ccccc2Sc2ccccc21 | -5 | -8 | -12 | 2.1 | 62* | -5 | 7 | 9 | 9
COc1ccc(N2C(=O)C(CC(=O)Nc3ccc(F)cc3)N(CCc3cccs3)C2=O)cc1 (stereo not given) | -4 | -12 | -12 | 0.4 | -7 | -5 | -5 | 16 | 4
C/C(CCc1oc2ccc(Br)cc2c1-c1ccc(C)o1)=N/O | -12 | -10 | -23 | 7.6 | -8 | 1 | -7 | 27 | -1
CCc1nc2c(OCc3ccc(F)cc3)cccn2c1N(C)C(=O)COc1ccccc1 | -7 | -20 | / | 0.7 | -19 | / | 12 | -14 | 2
O=C(NCC1CCCO1)c1onc(CSc2ccc(Cl)cc2)c1C(=O)O (stereo not given) | 0 | 12 | -9 | -0.3 | -1 | -11 | -10 | -2 | 4
O=[N+]([O-])c1cccc(S(=O)(=O)c2ccc(NCCOCCO)c([N+](=O)[O-])c2)c1 | -4 | -4 | -7 | 2.2 | -6 | -5 | 6 | 11 | 2
COC(=O)c1cc(NC2c3ccccc3C(=O)N2c2cccnc2)cc(C(=O)OC)c1 (stereo not given) | -3 | 3 | -10 | 1.2 | -2 | -1 | -1 | -6 | 3
COc1cc(/C=N/n2nnnc2N)ccc1OC(C)C | 0 | -20 | / | -0.4 | -11 | / | -3 | 4 | -1
COc1ccc(NC(=O)C2=C(C)C(=O)OC23CCC(C)CC3)cc1Cl (stereo not given) | -2 | 1 | -21 | 1.3 | -5 | -15 | 13 | 3 | 10
COC(=O)c1ccc(N2CCOCC2)c(NC(=O)c2ccc3c(c2)OCO3)c1 | -1 | -5 | -12 | 0.7 | -15 | -5 | -7 | -11 | 0
O=C(O)c1ccccc1-c1ccc(/C=C/c2cc(C(F)(F)F)[nH]c(=O)n2)o1 | 7 | 33 | / | 26* | 7 | / | 22 | -13 | 237*
N#Cc1c(-c2ccccc2)nc(SCc2cccc(Cl)c2)[nH]c1=O | -3 | 0 | -7 | -0.1 | 8 | -1 | -6 | 0 | 9
COc1ccc(CNC(=O)c2cc3ccccc3o2)cc1OC | -1 | 0 | -9 | 3.4 | -11 | -14 | -7 | 14 | 4
OCCC1CN(Cc2cc(F)ccc2-n2cccn2)CCN1Cc1ccc(F)cc1 (stereo not given) | -8 | -44 | -11 | 0.5 | -15 | -3 | -10 | 19 | 1
c1ccc(-c2nnc3ccc(N4CCCC4)nn23)cc1 | -6 | -11 | -14 | 0.0 | -1 | -4 | 5 | 17 | 0
O=C(NCCCN1CCN(c2cccc(Cl)c2)CC1)c1nc(-c2ccncc2)no1 | -5 | 8 | -30 | 1.6 | 0 | -6 | 6 | -6 | 3
C/C(=N\Nc1nc(N)cc(Cl)n1)c1ccc(F)cc1 | -3 | 12 | -7 | 0.2 | -15 | 0 | -12 | -1 | 0
CC(C)N1C(=O)C(=O)N(CC(=O)N2c3ccccc3CC2C)C1=O (stereo not given) | -4 | -3 | / | 0.7 | -20 | / | -9 | 13 | -1
Cc1cc(Nc2ccccc2)n(-c2nc3ccccc3[nH]2)n1 | -3 | 6 | -28 | -0.1 | 3 | -29 | 9 | -4 | 4
CCOC(=O)C1=C(C)NC(=O)C1(NC(=O)c1cccnc1)C(F)(F)F (stereo not given) | -1 | 9 | -10 | 0.3 | -6 | -5 | 2 | 3 | 2
COc1ccc(C2=NN(C(=O)CCC(=O)O)C(c3cccs3)C2)cc1 (stereo not given) | -3 | 13 | 6 | 1.3 | -3 | -23 | -9 | 14 | 0
Cc1ccc(CN2CCN(C(=O)CC(C)C)CC2)cc1 | -6 | -24 | -9 | 4.4 | -13 | 3 | 1 | 14 | -1
CCC(=O)Nc1cc(C(=O)O)ccc1Sc1ccccc1 | -2 | 1 | 9 | 0.8 | -8 | 1 | -13 | 10 | 0
CCCn1nnnc1NCc1cccc(Cl)c1 | -3 | 6 | -9 | 0.2 | -1 | -7 | 0 | -13 | 3
COc1ccc(CC2C(=O)NC(C)C(=O)N(C)C3Cc4ccc(cc4)Oc4cc(ccc4O)CC(C(=O)NC(C)C(=O)NC(C)C(=O)N2C)N(C)C3=O)cc1 (stereo not given) | -4 | -1 | / | 1.2 | -14 | / | -14 | 0 | 3
CC(C)C(=O)O/N=C1\CCS(=O)(=O)c2sccc21 | -6 | -8 | -12 | -0.3 | -3 | 2 | -1 | -3 | 9
CC(C)n1c(SCC(=O)N2c3ccccc3Sc3ccccc32)nc2c1c(=O)n(C)c(=O)n2C | -2 | 17 | / | 0.5 | -9 | / | -24 | 19 | 9
O=C(CCn1nnc2ccccc21)Nc1nnc(Cc2ccccc2)s1 | -1 | 1 | -10 | 0.8 | -3 | -2 | 0 | 10 | 7
C=CC[C@@H](CC(=O)N(CCO)Cc1ccccc1)C(=O)N[C@@H](COC(=O)[C@@H](CC=C)Cc1ccc(F)cc1)Cc1c[nH]c2ccccc12 | -3 | 17 | -9 | -0.1 | 4 | -9 | -17 | 7 | 7
COC(=O)c1cn(CC(=O)NC2CCCCCC2)c2ccccc12 | -1 | 6 | -2 | 1.3 | -11 | -5 | 0 | 4 | 4
CC(C)C(OC(=O)c1ccco1)C(=O)NCc1cccs1 (stereo not given) | -2 | 6 | -1 | -0.1 | -6 | -10 | -14 | 14 | 6
COc1cc2c(cc1OC)C(C)N(S(=O)(=O)c1cn(C)c(C)n1)CC2 (stereo not given) | -1 | 7 | -5 | 0.2 | 9 | -1 | 9 | -18 | 1
CC1c2cc3c(cc2CCN1C(=O)c1ccc(Cl)cc1)OCCCO3 (stereo not given) | 3 | -30 | -19 | 1.6 | 8 | -1 | -17 | 16 | 3
NC(=O)N/N=C/c1cc(F)cc(F)c1 | -2 | 0 | -5 | 0.5 | -14 | -14 | -12 | -2 | 10
OC(CNCc1ccc(Cl)cc1)C(F)(F)F (stereo not given) | -5 | 7 | 13 | 0.2 | -6 | -7 | -5 | 14 | 1
COc1ccc(OC)c(N(CC(=O)NCCSC2CCCCC2)S(=O)(=O)c2ccccc2)c1 | -5 | 40 | -21 | 0.5 | 0 | -11 | 1 | -18 | 1
CC(=O)OC[C@@H]1CN(Cc2ccccc2)C[C@H](n2cnc3c(N4CCOCC4)ncnc32)O1 | -1 | -6 | / | 0.7 | -5 | / | -11 | 9 | 2
CCOc1ccc(C2/C(=C(/O)c3ccc(OC)cc3)C(=O)C(=O)N2c2cc(C)on2)cc1OC (stereo not given) | -3 | -9 | -6 | 0.8 | -2 | 0 | -5 | 18 | -1
CC(=O)Nc1ccc2nc(NC(=O)COc3ccc([N+](=O)[O-])cc3)sc2c1 | 1 | 17 | 10 | 0.0 | 0 | -13 | -3 | 4 | 6
CCN(C(=O)Cn1c(=O)n(Cc2ccccc2)c(=O)c2ccccc21)c1cccc(C)c1 | 0 | 21 | -23 | 1.6 | -5 | -13 | -1 | 16 | 16
Cc1ccc(C(C)C)c(OCC(=O)Nc2ccc(N3CCN(S(C)(=O)=O)CC3)cc2)c1 | -1 | 23 | -9 | 0.0 | -18 | -10 | -2 | 11 | 10
Cc1cc(NS(=O)(=O)c2ccc(NC(=O)COc3ccc(Cl)cc3Cl)cc2)no1 | 0 | -6 | -4 | -0.1 | -13 | 2 | -9 | 21 | -2
C=C(CC1([C@@H](NP(=O)(c2ccccc2)c2ccccc2)[C@H]2C[C@@H]2CCCC)CC1)c1ccccc1 | -4 | -7 | -32 | -0.5 | -2 | 5 | -5 | 6 | 2

Arranged by molecular weight (rising): seven of the compounds above
SMILES | CHRM1 agonist | TAAR1 antag | CHO parental Ca | CHO-K1 Ca ag | M1 antag | OXTR potentiator | CHO-K1 Ca antag | CHO-K1 Ca PAM | TAAR1 agonist
OC(CNCc1ccc(Cl)cc1)C(F)(F)F (stereo not given) | -5 | 7 | 13 | 0.2 | -6 | -7 | -5 | 14 | 1
Cc1ccc(CN2CCN(C(=O)CC(C)C)CC2)cc1 | -6 | -24 | -9 | 4.4 | -13 | 3 | 1 | 14 | -1
COc1cc(/C=N/n2nnnc2N)ccc1OC(C)C | 0 | -20 | / | -0.4 | -11 | / | -3 | 4 | -1
COc1cc2c(cc1OC)C(C)N(S(=O)(=O)c1cn(C)c(C)n1)CC2 (stereo not given) | -1 | 7 | -5 | 0.2 | 9 | -1 | 9 | -18 | 1
Cc1ccc(C(C)C)c(OCC(=O)Nc2ccc(N3CCN(S(C)(=O)=O)CC3)cc2)c1 | -1 | 23 | -9 | 0.0 | -18 | -10 | -2 | 11 | 10
COc1ccc(N2C(=O)C(CC(=O)Nc3ccc(F)cc3)N(CCc3cccs3)C2=O)cc1 (stereo not given) | -4 | -12 | -12 | 0.4 | -7 | -5 | -5 | 16 | 4
CC(C)n1c(SCC(=O)N2c3ccccc3Sc3ccccc32)nc2c1c(=O)n(C)c(=O)n2C | -2 | 17 | / | 0.5 | -9 | / | -24 | 19 | 9

Hits appear at their usual frequency; 4.2% or so of the library scored in one or more.
